# S2 tox = cell viability loss in ATXN counter-screen; S2 cells (HEK-293 line with an ATXN2-luciferase reporter) viability, CellTiter-Fluor protease fluorescence, 24 h; Potency, µM (highest dose often 56.7 µM), usual class: cytotoxic; actives 0.49% (n = 400,000); note: potency is the fitted concentration of half-maximal effect; nearly all actives have a fitted effect of over 40% in size
# IL-2 act = activates IL-2 in a cell-based reporter assay; IL-2 activation reporter assay, cell-based qHTS; stimulated with anti-CD3/CD4/CD28 beads; in transgenic mouse T cells; activation, % (series mostly up to about 46 µM); actives 0.065% (n = 360,000); AID 652025; in the data active = activation above about 50%; inconclusive = mostly about 30% to 49%; note: 0% is about no effect
#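 Using fluorescent plate cytometry, EGFP and DsRed are detected in transgenic mouse T cells stimulated 18 h at 37 degrees C with antibody-coated beads after 60 min compound pretreatment.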
# Nrf2 ARE act = activates Nrf2 signaling; AREc32 ARE-luciferase reporter (MCF7-derived line), luminescence, 24 h; actives 0.31% (n = 410,000); Potency, µM (top dose mostly 46.1 µM), for the others: at the highest dose activation, most hits filed as activators; AID 624171; note: potency is the fitted concentration of half-maximal effect; % of control where 0% means no effect; nearly all actives have a fitted effect of over 65% in size
#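 AREc32_Fluc, 1000 cells/well, OPTI-MEM + 5% FBS, o/n 37 deg C 5% CO2; 23 nL cpd by pin tool, 24 hr; Steady-Glo 30 min RT, luminescence.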
# TGFb SMAD3 inh = blocks TGF-b signaling | actives 1.2% (n = 410,000) | HepG2 CAGA-GFP TGF-b/SMAD3 reporter, GFP fluorescence, 18 h; TGF-beta stimulated, 500 pg/mL final | AID 588855 | Potency, µM (titrated, usually from 46.1 µM), inactives show at the top dose activity, negative = inhibition, usual class: inhibitors; note: potency is the fitted concentration of half-maximal effect; % is set by controls: 0 for no effect and ±100 for the full control effect; nearly all actives have a fitted effect of over 65% in size
#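 First, reporter cells (HEPG2 CAGA-GFP) rested 2 h at 37 degrees C. Next, compounds were pinned in and TGF-beta added to 500 pg/mL final. After 18 h, GFP was imaged per cell and summed per well.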
# Nrf2 inh = blocks Nrf2 signaling. A549 ARE-Fluc reporter, luciferase luminescence, 18-24 h. AID 504444. Potency, µM (top dose mostly 46 µM), for inactives: at the highest dose activity change, negative = inhibition, hits mostly inhibitors. actives 2.1% (n = 360,000); note: potency is the fitted concentration of half-maximal effect; % is set by controls: 0 for no effect and ±100 for the full control effect; nearly all actives have a fitted effect of over 60% in size
#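 A549 ARE_Fluc cells, 5000/well, 5% FBS OPTI-MEM; compounds in dose-response, 18-24 h at 37 °C/5% CO2; CellTiter-Fluor viability read (Ex 405/Em 525), then BugLite luciferase luminescence = Nrf2 activity.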
# EPAC2 agonist = activates human EPAC2 exchange factor; EPAC2 activation, biochemical qHTS; response scale: 100% = 6.5 mM cAMP response; Potency, µM (highest dose often 154 µM), for the others: at the highest dose activation, hits mostly activators; actives 0.079% (n = 360,000); Q8WZA2; note: potency is the fitted concentration of half-maximal effect; nearly all actives have a fitted effect of over 50% in size
# Target sequence (Q8WZA2 whole entry, looked up): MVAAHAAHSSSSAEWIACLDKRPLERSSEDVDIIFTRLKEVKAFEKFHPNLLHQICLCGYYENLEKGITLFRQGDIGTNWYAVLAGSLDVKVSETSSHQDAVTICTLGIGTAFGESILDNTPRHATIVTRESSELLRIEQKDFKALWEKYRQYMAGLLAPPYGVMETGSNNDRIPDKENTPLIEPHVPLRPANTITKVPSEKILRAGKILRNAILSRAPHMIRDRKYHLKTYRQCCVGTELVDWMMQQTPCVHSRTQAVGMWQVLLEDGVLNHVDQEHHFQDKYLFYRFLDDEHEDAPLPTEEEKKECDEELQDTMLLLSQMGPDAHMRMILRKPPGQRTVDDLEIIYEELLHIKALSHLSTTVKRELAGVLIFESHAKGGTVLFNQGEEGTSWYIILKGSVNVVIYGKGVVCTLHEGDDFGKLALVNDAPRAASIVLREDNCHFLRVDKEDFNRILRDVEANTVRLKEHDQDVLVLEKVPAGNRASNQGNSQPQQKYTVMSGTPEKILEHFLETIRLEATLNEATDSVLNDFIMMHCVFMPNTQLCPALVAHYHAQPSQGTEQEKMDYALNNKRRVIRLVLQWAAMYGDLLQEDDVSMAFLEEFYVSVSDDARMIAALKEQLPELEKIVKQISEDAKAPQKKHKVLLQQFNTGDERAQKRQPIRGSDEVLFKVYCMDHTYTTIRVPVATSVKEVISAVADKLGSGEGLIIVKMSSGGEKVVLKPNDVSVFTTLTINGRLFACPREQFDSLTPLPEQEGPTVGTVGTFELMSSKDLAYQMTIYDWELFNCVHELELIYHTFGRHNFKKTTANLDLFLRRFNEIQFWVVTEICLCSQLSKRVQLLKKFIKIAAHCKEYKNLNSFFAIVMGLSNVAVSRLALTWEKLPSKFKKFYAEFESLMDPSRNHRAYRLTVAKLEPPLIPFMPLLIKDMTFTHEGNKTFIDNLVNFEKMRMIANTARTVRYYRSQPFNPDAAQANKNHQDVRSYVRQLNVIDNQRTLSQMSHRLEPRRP
#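 Setup: EPAC2 100 nM, labeled Rap1B complex 250 nM, free GDP 50 uM. Compound titrations pinned in, brief spin, 5 min room temperature incubation. Kinetic fluorescence read over 30 min, normalized to 6.5 mM cAMP.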
# HepG2 viability = HepG2 cytotoxicity, counter-screen for TGF-b inhibitors; HepG2 CAGA-GFP viability, ATP luminescence, 18 h; Potency, µM (doses to about 46.1 µM), for inactives: at the top dose activity change, negative = cytotoxicity, hits mostly cytotoxic; actives 0.76% (n = 410,000); AID 588856; note: potency is the fitted concentration of half-maximal effect; some results filed as inactive show a strong effect at the top dose
#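 HepG2 CAGA-GFP cells (1000/well, DMEM with 1% FBS) received compound, then TGF-beta at 500 pg/mL final, and were incubated 18 hours at 37 degrees C. Viability was read by CellTiter-Glo luminescence. Media-only wells were set as complete cell-killing and DMSO as no toxicity.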
# A549 tox = A549 cytotoxicity, counter-screen for Nrf2 inhibitors. actives 0.16% (n = 390,000). Potency, µM (series often up to 46 µM), for inactives: at the highest dose activity change, negative = cytotoxicity, usual class: inhibitors. A549 ARE-Fluc cells, CellTiter-Fluor viability, 18-24 h; note: potency is the fitted concentration of half-maximal effect; % is set by controls: 0 for no effect and ±100 for the full control effect
#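 A549 ARE-Fluc cells in 5% FBS OPTI-MEM, 5000 cells/well, rested 2 h then exposed to compounds in concentration-response for 18-24 h at 37 °C. Viability by CellTiter-Fluor fluorescence (Ex 405/Em 525) after 30 min; luciferase luminescence (BugLite, 15 min, RT) read afterwards.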
# ATXN2 expr inh = reduces ATXN2 reporter expression in HEK-293 cells | actives 0.72% (n = 360,000) | HEK-293 ATXN2-luciferase reporter, luminescence, 24 h | Potency, µM (doses to about 57 µM), for the others: at the top dose activity change, negative = inhibition, hits mostly inhibitors; note: potency is the fitted concentration of half-maximal effect; % is set by controls: 0 for no effect and ±100 for the full control effect; nearly all actives have a fitted effect of over 55% in size
#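 ATXN2-luciferase reporter cells (luciferase flanked by upstream and downstream ATXN2 gene portions) were treated 24 h at 37 °C with compounds at up to 57 uM. SteadyGlo luminescence gave expression; GF-AFC fluorescence gave viability.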
# * marks the source's active call; other numbers are inactive results; i = inactive; ? = inconclusive; nt = not tested or not shown; [ ] = another dose, or the depositor's remark. Unless noted, calls come from the whole dose curve; as a rule, active = well fitted curve in the direction sought with a large enough effect; inconclusive = small, poorly fitted or top-dose-only effect, or another doubt; inactive = no such curve, though single readings can be large; an effect the other way counts as inactive or inconclusive. Compounds were not picked by outcome; overall some 4.3% were active at least once.
compound	S2 tox	IL-2 act	Nrf2 ARE act	TGFb SMAD3 inh	Nrf2 inh	EPAC2 agonist	HepG2 viability	A549 tox	ATXN2 expr inh
Cc1ccc(S(=O)(=O)n2ccc(-c3ccc(OCc4c(F)cccc4Cl)cc3)n2)cc1	i	-0.8	-0.4%	-10%	6%	5%	6%	-7%	-5%
CCOc1ccc(N(CC(=O)NCc2ccc(F)cc2)C(=O)c2ccco2)cc1	i	-0.9	7.1%	1%	0%	10%	-24%	10%	-3%
CSc1nnc(-c2sc3cc(C(F)(F)F)cnc3c2-c2cccnc2)n1C	?	-0.1	0.2%	-2%	nt	5%	1%	-8%	-14%
O=C(Nc1cc(F)ccc1F)c1ccc(CN2CC(=O)N3CCCCC3C2=O)cc1 (stereo not drawn)	nt	nt	-0.3%	0%	-14%	nt	-1%	8%	nt
O=C(c1ccc(F)cc1)N1CCC(C(=O)N2CCCc3ccccc32)CC1	i	-0.1	-0.3%	-6%	nt	3%	-9%	nt	nt
COC(=O)c1ccccc1NC(=O)C1CCN(S(=O)(=O)c2cc(C)ccc2OC)CC1	i	-0.7	-0.1%	2%	?	8%	-33%	5%	-16%
CN(c1ccccc1)S(=O)(=O)c1ccc(Cl)c(C(=O)NCCc2c[nH]c3ccccc23)c1	i	-2.7	2.6%	?	-17%	14%	3%	10%	1%
CCCC(C(=O)NCC1CCCO1)N(Cc1ccccc1)C(=O)CNS(=O)(=O)c1ccccc1 (stereo not drawn)	i	-0.2	-0.4%	-13%	-5%	5%	-2%	-12%	-1%
CC(O)[C@H]1CN=C(N)N1CCCCC1CCCCC1 (stereo partly drawn)	i	0.0	-0.8%	12%	-13%	-1%	-9%	-14%	-5%
CCn1c2ccccc2c2cc(NC(=O)COc3ccc(C)c(C)c3)ccc21	?	nt	0.5%	62%[activator]	24%	nt	66%	6%	2%

# The final six records of the section before come first, to join the parts:
compound	S2 tox	IL-2 act	Nrf2 ARE act	TGFb SMAD3 inh	Nrf2 inh	EPAC2 agonist	HepG2 viability	A549 tox	ATXN2 expr inh
O=C(c1ccc(F)cc1)N1CCC(C(=O)N2CCCc3ccccc32)CC1	i	-0.1	-0.3%	-6%	nt	3%	-9%	nt	nt
COC(=O)c1ccccc1NC(=O)C1CCN(S(=O)(=O)c2cc(C)ccc2OC)CC1	i	-0.7	-0.1%	2%	?	8%	-33%	5%	-16%
CN(c1ccccc1)S(=O)(=O)c1ccc(Cl)c(C(=O)NCCc2c[nH]c3ccccc23)c1	i	-2.7	2.6%	?	-17%	14%	3%	10%	1%
CCCC(C(=O)NCC1CCCO1)N(Cc1ccccc1)C(=O)CNS(=O)(=O)c1ccccc1 (stereo not drawn)	i	-0.2	-0.4%	-13%	-5%	5%	-2%	-12%	-1%
CC(O)[C@H]1CN=C(N)N1CCCCC1CCCCC1 (stereo partly drawn)	i	0.0	-0.8%	12%	-13%	-1%	-9%	-14%	-5%
CCn1c2ccccc2c2cc(NC(=O)COc3ccc(C)c(C)c3)ccc21	?	nt	0.5%	62%[activator]	24%	nt	66%	6%	2%
CCOC(=O)CN1C(=O)N[C@@H](CCc2ccccc2)[C@H](C(C)=O)[C@H]1C	i	1.2	-0.7%	-3%	7%	6%	1%	2%	9%
O=C(OCC(=O)c1ccc[nH]1)c1ccc2ccccc2n1	i	-5.3	-0.2%	-4%	9%	3%	4%	5%	nt
CC(C)c1ccccc1OCCNC(=O)c1cccnc1	i	1.5	-0.6%	-13%	?	2%	-7%	-1%	-9%
O=C(NCc1ccc(Cl)cc1)C1CCN(c2ncnc3c2nc2n3CCCCC2)CC1	nt	nt	0.3%	-3%	25%	nt	6%	-1%	nt
O=C(CSc1nnnn1C1CC1)N1CCN(c2ccccc2F)CC1	i	0.6	0.3%	13%	-1%	11%	-1%	1%	11%
COCCn1c(=S)[nH]c2cc(C(=O)NC(C)C)ccc2c1=O	i	-1.6	0.3%	5%	9%	3%	-19%	-1%	6%
CC(=O)Nc1nc(=O)c2ccccc2s1	i	-2.2	?	?	-10%	5%	-37%	-1%	-7%
CCC(=O)Nc1c(S(=O)(=O)c2ccccc2)c2nc3ccccc3nc2n1C(C)c1ccccc1 (stereo not drawn)	i	-4.8	0.2%	13µM*	18µM*	24%	-21%	-24%	-24%
CC(=O)NCCNc1nc2cc(-c3ccc(Cl)cc3C)sc2c(=O)n1C	?	0.6	0.9%[9.22 µM]	9%	nt	-3%	5%	nt	-12%
O=C(O)[C@H](Cc1ccccc1)NC(=O)N1CCCCCC1	i	-0.7	0.0%	-1%	-1%	6%	5%	2%	-4%
CCOc1ccc(CC(=O)Nc2c3c(nn2C(C)(C)C)CS(=O)(=O)C3)cc1	i	0.1	0.6%	8%	5%	0%	-1%	-1%	8%
Cc1ccc(Cl)cc1NC(=O)c1oc2c(c1C)-c1[nH]ncc1CC2	nt	nt	6.4%	-18%	26%	nt	-39%	-2%	nt
CCCn1c(SCc2nc(-c3cccs3)no2)nnc1-c1ccncc1	i	-1.8	-0.3%	15%	?	4%	-21%	10%	-4%
CC(Sc1nc2c(c(=O)[nH]1)CCCC2)C(=O)Nc1ccc(S(N)(=O)=O)cc1 (stereo not drawn)	i	-0.5	-0.8%	0%	-2%	-1%	12%	-1%	-2%
COC(=O)c1ccccc1N1CCS(=O)(=O)CC1	i	-1.1	0.2%	-9%	5%	7%	-11%	8%	0%
O=C(O)CCC(=O)Nc1ccc(N2CCCCCC2)cc1	i	-2.4	-1.0%	12%	?	-1%	-7%	-11%	-11%
Cc1cc(C)cc(NC(=O)Nn2cnnc2)c1	i	-0.9	-0.1%	14%	2%	-3%	0%	1%	1%
COCCn1c(SCC(=O)Nc2nnc(C)s2)nnc1-c1cc2ccccc2cc1O	i	0.2	-0.4%	-10%	-15%	4%	3%	nt	4%
Cn1c(=O)[nH]c(=O)c2c1nc(CN1CCOCC1)n2CCCc1ccccc1	?	-1.8	0.5%	1%	14%	3%	0%	-1%	-21%
N#CCCN(C(=O)COC(=O)c1ccc(S(=O)(=O)N2CCCCCC2)cc1)c1ccccc1	i	0.6	0.2%	-6%	1%	2%	0%	-1%	3%

# Later entries:
# Short keys: A = S2 tox; B = IL-2 act; C = Nrf2 ARE act; D = TGFb SMAD3 inh; E = Nrf2 inh; F = EPAC2 agonist; G = HepG2 viability; H = A549 tox; I = ATXN2 expr inh
CC(=O)Nc1cc(-c2cccc(F)c2)cn2c(-c3ccc(F)cc3)cnc12
  A: ?	B: -0.4	C: 14%	D: 10%	E: nt	F: -14%	G: -20%	H: nt	I: -39%
Cc1ccc(C)c(N2CCN(CCCNC(=O)Nc3ccc(Cl)cc3)CC2)c1
  A: nt	B: nt	C: -6.3%	D: ?	E: 10%	F: nt	G: 10µM*	H: 0%	I: nt
O=C(O)CCc1nc2cc3ccccc3cc2[nH]1
  A: i	B: 0.6	C: 0.0%	D: 0%	E: -2%	F: 5%	G: -1%	H: -1%	I: 20%
Cc1cccc(-n2c(=O)c3c(c4cc(C)ccc4n3C)n(C)c2=O)c1
  A: i	B: nt	C: 1.3%	D: -10%	E: 17%	F: nt	G: -4%	H: -1%	I: 8%
CC12CCC(=O)N1C(C(=O)NCCN1C(=O)S/C(=C\c3ccc(OC(F)F)cc3)C1=O)CS2 (stereo not drawn)
  A: i	B: -5.8	C: 9.5%	D: 0%	E: 11%	F: 18%	G: -3%	H: -5%	I: -4%
Cc1ccc(C)n1-c1nnc(N2CCCC(C(=O)NCc3cccc(Cl)c3)C2)s1 (stereo not drawn)
  A: nt	B: nt	C: 22%	D: nt	E: -24%	F: nt	G: -39%	H: 1%	I: nt
O=C1COc2ccc(C(=O)CSc3nnc(NCc4ccccc4)s3)cc2N1
  A: ?	B: 0.7	C: 4.2%	D: -18%	E: ?	F: 14%	G: -12%	H: 2%	I: -24%
NC(=O)C1CCN(c2nc(-c3ccc4occc(=O)c4c3)cs2)CC1
  A: i	B: -0.4	C: 2.6%	D: 6%	E: -9%	F: 9%	G: 0%	H: -2%	I: 7%
c1ccc(CC2CCN(c3ncnc4sccc34)CC2)cc1
  A: i	B: -2.7	C: 0.1%	D: ?	E: 5.2µM*	F: 15%	G: -36%	H: -5%	I: ?
CC(C)Cn1c(-c2ccc(Cl)cc2)cnc1SCC(=O)N1CCOCC1
  A: i	B: -0.6	C: 2.5%	D: ?	E: 1%	F: 3%	G: -29%	H: 0%	I: -21%
O=C(CNC(=O)OCc1ccccc1)NC1CCCCCC1
  A: i	B: 0.8	C: -0.2%	D: 15%	E: 8%	F: 7%	G: 0%	H: ?	I: 9%

# Ordered by the number under TGFb SMAD3 inh (ascending): 3 of the compounds above
Molecule | IL-2 act | Nrf2 ARE act | TGFb SMAD3 inh
O=C1COc2ccc(C(=O)CSc3nnc(NCc4ccccc4)s3)cc2N1 | 0.7 | 4.2% | -18%
CC(=O)Nc1cc(-c2cccc(F)c2)cn2c(-c3ccc(F)cc3)cnc12 | -0.4 | 14% | 10%
O=C(CNC(=O)OCc1ccccc1)NC1CCCCCC1 | 0.8 | -0.2% | 15%
